DAGLB inh – diacylglycerol lipase beta (human) inhibition | AID 504411 | HEK293T DAGLB membrane lysate, EnzChek fluorogenic substrate | 340,000 tested, 0.059% active | inhibition, % at 5.17 µM | Q8NCG7; in the data active means inhibition above about 34%;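 further: 0% = enzyme with vehicle and 100% = wells lacking enzyme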
Ecoli viability – reduces bacterial viability in AddAB counter-screen; E. coli V3065 growth, OD600 absorbance, 18 h; inhibition, % at 11.9 µM; 330,000 tested, 0.27% active; AID 449728;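 active means inhibition above the campaign's mean inhibition across all tested compounds plus 3 SD, cut at about 9.9% in these data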;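 further: uninfected addAB+ strain grown without phage in ampicillin broth; 0% = DMSO wells and 100% = ciprofloxacin 0.95 µg/ml wells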
PKA-R2B act – PKA-R2B complex activation; P22694+P31323; PKA-R2B holoenzyme dissociation, Cy5-IP20 fluorescence polarization; R2B truncated from residue 108, S112A mutant; 0% DMSO only, 100% 113 µM cGMP; activation, % at 11.4 µM; 340,000 tested, 0.079% active; AID 504700;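 active means activation above a cutoff set at the mean over all compounds plus 3 SD, cut at about 18% in these data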;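 further: higher means more holoenzyme dissociation and a rise in polarization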
SUMO Mot1 rescue – inhibitors of SUMOylation pathway: yeast Mot1-301 growth rescue; S. cerevisiae Mot1-301 growth rescue, ATP luminescence, 38.5C; percent above DMSO median, 100 means doubled; growth rescue, % at 18.8 µM; 320,000 tested, 1% active;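 active means every valid replicate shows activation above 250% relative to neutral control wells; inactive means the rest, any valid replicate at or below 250%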;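 further: OY570 slx delta 5 strain wells were the positive control but not used for scaling; some compounds called inactive have numbers as strong as hits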
Tat export inh – blocks Tat-dependent protein export in E. coli; 340,000 tested, 0.036% active; inhibition, % at 10 µM; E. coli MC4100 TorA-mCherry Tat export, fluorescence;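 active means mean replicate inhibition at least 50% and at least half of replicates individually reaching 50%; inconclusive means only one of the two criteria met; inactive means neither criterion met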;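 further: exported cargo escapes ClpAP degradation while cytoplasmic cargo is degraded and loses fluorescence; 0% = median of neutral control wells and 100% = median of NaSCN control wells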
PKA-R1A activ – activators of PKA-R1A complex; P00514+P68181; PKA-R1A dissociation, Cy5-IP20 fluorescence polarization; scaled: DMSO 0%, 113 µM cGMP 100%; activation, % at 11.4 µM; 340,000 tested, 0.083% active; AID 504707;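 active means percent activation above the mean of all tested compounds plus 3 SD, cut at about 19% in these data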;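 further: higher means more PKAc released from R1A so a rise in polarization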
phage Ecoli inh – E. coli growth loss with phage present; growth absorbance; inhibition, % at 11.9 µM; 360,000 tested, 0.26% active; AID 651602; in the data active means inhibition above about 11%
AddAB inh – less growth of phage-infected E. coli with AddAB; 330,000 tested, 0.29% active; inhibition, % at 11.9 µM; E. coli expressing H. pylori AddAB, absorbance growth; in the data active means inhibition above about 12%;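 further: 0% = vehicle wells of infected cells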
CDK5 inh – blocks human CDK5/p35 kinase activity | Recombinant CDK5/p35, ADP-Glo luminescence, 60 min | AID 488839 | Q00535+Q15078 | 330,000 tested, 0.01% active | inhibition, % at 10 µM;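 active means highest replicate inhibition of at least 50% and at least 75% of replicates reaching 50%; inconclusive means only one of the two criteria met; inactive means both criteria failed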;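 further: plate controls were DMSO neutral control for no effect and GW8510 at 10 µM for full effect; many of its hits are not listed in these tables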
Target sequence (Q00535 whole entry, looked up): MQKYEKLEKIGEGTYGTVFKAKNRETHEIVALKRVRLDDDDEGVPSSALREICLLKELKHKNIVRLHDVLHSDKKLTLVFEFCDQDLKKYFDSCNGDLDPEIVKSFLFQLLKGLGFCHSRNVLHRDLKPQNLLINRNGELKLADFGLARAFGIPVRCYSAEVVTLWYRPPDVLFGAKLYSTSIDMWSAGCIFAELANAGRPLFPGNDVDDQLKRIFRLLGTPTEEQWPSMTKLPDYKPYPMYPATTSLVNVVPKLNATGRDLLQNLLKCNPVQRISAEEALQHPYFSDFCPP
Target sequence (Q15078 whole entry, looked up): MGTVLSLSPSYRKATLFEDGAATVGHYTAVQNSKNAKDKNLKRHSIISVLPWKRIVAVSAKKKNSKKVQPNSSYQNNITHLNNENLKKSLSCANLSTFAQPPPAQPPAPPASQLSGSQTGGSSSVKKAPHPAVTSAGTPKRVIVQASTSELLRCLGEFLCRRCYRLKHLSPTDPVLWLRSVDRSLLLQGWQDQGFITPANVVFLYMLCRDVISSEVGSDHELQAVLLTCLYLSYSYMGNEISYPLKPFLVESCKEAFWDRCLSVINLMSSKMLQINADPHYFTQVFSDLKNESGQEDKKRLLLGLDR
HTR5A inv ag – HTR5A inverse agonism, opioid heterodimer counter-screen. HTR5A cell line, luminescence. inhibition, % at 9.3 µM. 340,000 tested, 0.083% active; in the data active means inhibition mostly above about 23%, no sharp cut-off; inactive means mostly below about 18%;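 further: 0% = cells with DMSO and 100% = no-cell wells with DMSO; some compounds called inactive have numbers as strong as hits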
Target sequence (P47898 whole entry, looked up): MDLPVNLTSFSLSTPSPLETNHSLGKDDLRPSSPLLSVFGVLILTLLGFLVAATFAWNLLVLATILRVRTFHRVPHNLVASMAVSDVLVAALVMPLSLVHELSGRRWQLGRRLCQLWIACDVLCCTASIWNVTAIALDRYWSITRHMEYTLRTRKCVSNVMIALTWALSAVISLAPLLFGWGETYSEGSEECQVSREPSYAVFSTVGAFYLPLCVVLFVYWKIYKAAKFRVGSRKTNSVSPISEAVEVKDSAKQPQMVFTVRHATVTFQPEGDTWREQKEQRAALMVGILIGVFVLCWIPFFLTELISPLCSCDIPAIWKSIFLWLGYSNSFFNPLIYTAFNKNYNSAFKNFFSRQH
HTR5A ag ctr – HTR5A agonism, opioid heterodimer counter-screen; P47898; HTR5A agonist assay, luminescence, cell-based; activation, % at 9.3 µM; 340,000 tested, 0.61% active; AID 504692; in the data active means activation mostly above about 9.5%, no sharp cut-off; inactive means mostly below about 7.6%;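 further: 0% = cells with vehicle only and 100% = reference agonist; strong numbers were not always called active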
The depositor's hits bear a star. An unsorted share of the library (roughly 2.3% active in at least one column).

Screening COc1ccc(CCCC(=O)N/N=C/c2ccccc2OC)cc1 returned DAGLB inh -2, Ecoli viability 1.6, PKA-R2B act 3, SUMO Mot1 rescue 265, Tat export inh -9, PKA-R1A activ -4, phage Ecoli inh -0.4, AddAB inh 0.3, CDK5 inh -1.6, HTR5A inv ag 20 and HTR5A ag ctr 0.
For CN(C)S(=O)(=O)c1cc(NC(=O)CN2CCN(c3ccccc3F)CC2)ccc1Cl the results were DAGLB inh -3, Ecoli viability 0.3, PKA-R2B act -4, SUMO Mot1 rescue 11, Tat export inh -2, PKA-R1A activ -1, phage Ecoli inh 1.7, AddAB inh -0.4, CDK5 inh 1.0, HTR5A inv ag 0 and HTR5A ag ctr 0.
For Cc1cccc(NC(=O)Cn2cc(C=O)c3ccccc32)c1 the results were DAGLB inh -3, Ecoli viability 1.1, PKA-R2B act -6, SUMO Mot1 rescue -5, Tat export inh -3, PKA-R1A activ 11, phage Ecoli inh 3.6, AddAB inh 0.9, CDK5 inh 0.4, HTR5A inv ag -9 and HTR5A ag ctr 2.
CCCCn1c(N)c(N(CC(C)C)C(=O)C2CC(=O)N(c3ccccc3C(C)CC)C2)c(=O)[nH]c1=O (stereo unspecified) was read as DAGLB inh 4, Ecoli viability -1.6, PKA-R2B act 0, SUMO Mot1 rescue 4, Tat export inh -5, PKA-R1A activ -6, phage Ecoli inh 3.8, AddAB inh -1.0, CDK5 inh -0.6, HTR5A inv ag -2 and HTR5A ag ctr 1.
Screening CC(NCCC1(Cc2ccccc2Cl)CCOC(C)(C)C1)c1cccs1 (stereo unspecified) returned DAGLB inh -2, Ecoli viability -1.9, PKA-R2B act -7, SUMO Mot1 rescue 4, Tat export inh 4, PKA-R1A activ 11, phage Ecoli inh 4.2, AddAB inh -2.0, CDK5 inh -0.9, HTR5A inv ag -13 and HTR5A ag ctr -2.
Screening CSc1ccccc1OCc1cc(C(=O)NCCc2nc(C)cc(C)n2)no1 returned DAGLB inh 1, PKA-R2B act -6, Tat export inh 4, PKA-R1A activ -2, phage Ecoli inh -2.2, CDK5 inh -2.3, HTR5A inv ag 5 and HTR5A ag ctr -1.
`CC(Oc1ccc2c(-c3ccccc3)cc(=O)oc2c1)C(=O)NCCCN1CCOCC1` (stereo unspecified) gave DAGLB inh 0, Ecoli viability -4.3, PKA-R2B act -3, SUMO Mot1 rescue 0, Tat export inh inconclusive, PKA-R1A activ -2, phage Ecoli inh 2.0, AddAB inh 5.5, CDK5 inh -1.6, HTR5A inv ag -5 and HTR5A ag ctr -3.
For COc1cccc(=O)c2c(C)n(C)c(C)c12 the results were DAGLB inh 0, Ecoli viability 1.7, PKA-R2B act 0, SUMO Mot1 rescue -1, Tat export inh 3, PKA-R1A activ -9, phage Ecoli inh 2.3, AddAB inh 1.6, CDK5 inh -0.4, HTR5A inv ag -6 and HTR5A ag ctr 2.
COc1ccc(NC(=S)Nc2ccc(N)c([N+](=O)[O-])c2)cc1 was read as DAGLB inh 8, Ecoli viability -1.3, PKA-R2B act -9, SUMO Mot1 rescue -25, Tat export inh -7, PKA-R1A activ -12, phage Ecoli inh 0.1, AddAB inh 0.2, CDK5 inh 0.3, HTR5A inv ag -9 and HTR5A ag ctr 4.
CCOc1ccc(NC(=O)[C@@H](NC(=O)c2ccccc2Br)C(C)C)cc1 was read as DAGLB inh -6, Ecoli viability -0.2, PKA-R2B act -3, SUMO Mot1 rescue 12, Tat export inh -4, PKA-R1A activ 2, phage Ecoli inh 2.0, AddAB inh 2.4, CDK5 inh -0.4, HTR5A inv ag -2 and HTR5A ag ctr 0.
Screening CC(C)[C@H](NC(=O)c1ccccc1)C(=O)OCC(=O)c1c(N)n(C)c(=O)n(C)c1=O returned DAGLB inh -1, Ecoli viability -0.4, PKA-R2B act -6, SUMO Mot1 rescue -9, Tat export inh 2, PKA-R1A activ 11, phage Ecoli inh 4.7, AddAB inh 1.3, CDK5 inh -0.8, HTR5A inv ag 21 and HTR5A ag ctr 0.
COc1ccc(C(=O)NC(=S)Nc2ccc(CN3CCOCC3)cc2)cc1Cl was read as DAGLB inh -1, Ecoli viability -2.0, PKA-R2B act -4, SUMO Mot1 rescue 42, Tat export inh -1, PKA-R1A activ -4, phage Ecoli inh 5.0, AddAB inh 3.1, CDK5 inh 1.1, HTR5A inv ag 20 and HTR5A ag ctr -8.
`CCN(CC)S(=O)(=O)c1ccc(NC(=O)COC(=O)c2c[nH]c(=O)[nH]c2=O)cc1` gave DAGLB inh -1, Ecoli viability 0.9, PKA-R2B act 1, SUMO Mot1 rescue 133, Tat export inh 5, PKA-R1A activ 1, phage Ecoli inh 1.0, AddAB inh -2.6, CDK5 inh 0.4, HTR5A inv ag -2 and HTR5A ag ctr 1.
Screening COc1ccccc1C1CCN(C(=O)c2ccco2)CC1 returned DAGLB inh 1, Ecoli viability -0.9, PKA-R2B act -8, SUMO Mot1 rescue -4, Tat export inh 0, PKA-R1A activ 1, phage Ecoli inh 3.3, AddAB inh -0.9, CDK5 inh 0.6, HTR5A inv ag 0 and HTR5A ag ctr -4.
O=C(Nc1nc2ccccc2[nH]1)c1ccc(Cl)cc1 was read as DAGLB inh 1, Ecoli viability -5.4, PKA-R2B act 4, SUMO Mot1 rescue -2, Tat export inh 19, PKA-R1A activ 6, phage Ecoli inh -2.4, AddAB inh -1.0, CDK5 inh 0.6, HTR5A inv ag 2 and HTR5A ag ctr -1.
CC(=O)C[C@H]1c2cc(C(F)(F)F)ccc2S(=O)(=O)N1c1ccc(N(C)C)cc1 was read as DAGLB inh 1, Ecoli viability -0.7, PKA-R2B act 1, SUMO Mot1 rescue 6, Tat export inh -12, PKA-R1A activ 2, phage Ecoli inh 2.5, AddAB inh 1.3, CDK5 inh 0.7, HTR5A inv ag -3 and HTR5A ag ctr -1.
`CC(=C/c1ccccc1)/C=N/NC(=O)c1cnccn1` gave DAGLB inh -3, Ecoli viability 0.6, PKA-R2B act 1, SUMO Mot1 rescue 6, Tat export inh 5, PKA-R1A activ -2, phage Ecoli inh 1.2, AddAB inh -1.0, CDK5 inh 0.1, HTR5A inv ag 5 and HTR5A ag ctr -2.
O=C(C(=O)N1CCN(c2ccccc2Cl)CC1)c1c[nH]c2ccccc12 was read as DAGLB inh -2, Ecoli viability 0.4, PKA-R2B act -19, SUMO Mot1 rescue -14, Tat export inh 11, PKA-R1A activ 2, phage Ecoli inh 1.4, AddAB inh 1.6, CDK5 inh -1.4, HTR5A inv ag -10 and HTR5A ag ctr 3.
O=C1N=C(N2CCCCC2)S/C1=C\c1ccc(Cl)cc1 was read as DAGLB inh -1, Ecoli viability -0.5, PKA-R2B act -10, SUMO Mot1 rescue -1, Tat export inh 0, PKA-R1A activ -13, phage Ecoli inh 1.2, AddAB inh 4.8, CDK5 inh 1.2, HTR5A inv ag -9 and HTR5A ag ctr 2.
COC(=O)CSc1ccnc2cc(Cl)ccc12 was read as DAGLB inh 0, Ecoli viability -0.2, PKA-R2B act 3, SUMO Mot1 rescue 11, Tat export inh 0, PKA-R1A activ -4, phage Ecoli inh 1.2, AddAB inh 0.5, CDK5 inh 2.0, HTR5A inv ag 0 and HTR5A ag ctr -4.
O=C(CSc1nnc(-c2ccco2)n1-c1ccccc1)NCc1ccco1 was read as DAGLB inh -1, Ecoli viability -0.2, PKA-R2B act 6, SUMO Mot1 rescue -7, Tat export inh -4, PKA-R1A activ -6, phage Ecoli inh 3.2, AddAB inh 1.3, CDK5 inh -2.8, HTR5A inv ag -4 and HTR5A ag ctr -6.
For CN(C)/C=N/c1nc(Sc2ccc(C(F)(F)F)cc2[N+](=O)[O-])n[nH]1 the results were DAGLB inh 0, Ecoli viability 2.5, PKA-R2B act -8, SUMO Mot1 rescue -2, Tat export inh -1, PKA-R1A activ -10, phage Ecoli inh 1.9, AddAB inh 3.1, CDK5 inh -1.2, HTR5A inv ag -35 and HTR5A ag ctr -2.
NC(=O)C1CCN(C(c2ccccc2Cl)c2nnnn2Cc2ccc3c(c2)OCO3)CC1 (stereo unspecified) was read as DAGLB inh -3, Ecoli viability 0.2, PKA-R2B act -17, Tat export inh 12, PKA-R1A activ 6, phage Ecoli inh 3.3, AddAB inh -0.7, CDK5 inh -1.2, HTR5A inv ag -3 and HTR5A ag ctr 1.
For COc1ccc(CN2CCC(CNS(=O)(=O)c3cccc(C(F)(F)F)c3)CC2)cc1 the results were DAGLB inh 0, Ecoli viability -0.8, PKA-R2B act -10, SUMO Mot1 rescue 212, Tat export inh -8, PKA-R1A activ -10, phage Ecoli inh 0.9, AddAB inh 2.8, CDK5 inh -0.6, HTR5A inv ag -5 and HTR5A ag ctr 2.
Screening CC(=O)Nc1ccc(-c2csc(NC(C)c3ccccc3)n2)cc1 (stereo unspecified) returned DAGLB inh -2, Ecoli viability 0.6, PKA-R2B act -8, SUMO Mot1 rescue 4, Tat export inh -3, PKA-R1A activ 2, phage Ecoli inh 5.0, AddAB inh 2.5, CDK5 inh -2.9, HTR5A inv ag -22 and HTR5A ag ctr 3.
`Cc1cccnc1NC(=O)Cn1nc([N+](=O)[O-])cc1C` gave DAGLB inh 1, Ecoli viability 0.4, PKA-R2B act -4, SUMO Mot1 rescue -2, Tat export inh -3, PKA-R1A activ -5, phage Ecoli inh -0.5, AddAB inh 0.2, CDK5 inh -0.7, HTR5A inv ag 8 and HTR5A ag ctr -3.
Screening CCOc1ccc(NC(=O)CN(C)C(=O)Cc2c[nH]c3ccccc23)cc1OCC returned DAGLB inh 1, Ecoli viability -2.3, PKA-R2B act -12, SUMO Mot1 rescue -5, Tat export inh -2, PKA-R1A activ 1, phage Ecoli inh 6.7, AddAB inh -2.1, CDK5 inh 2.5, HTR5A inv ag -15 and HTR5A ag ctr 9.
COc1ccc2c(c1)C(C1C(=O)CCCC1=O)c1ccccc1O2 (stereo unspecified) was read as DAGLB inh 1, Ecoli viability -1.5, PKA-R2B act 12, SUMO Mot1 rescue -4, Tat export inh -1, PKA-R1A activ -19, phage Ecoli inh 3.4, AddAB inh -3.2, CDK5 inh -0.7, HTR5A inv ag -16 and HTR5A ag ctr 6.
O=C(Nc1ccccc1N1CCCC1)c1ccc(Cl)cc1Cl was read as DAGLB inh -10, Ecoli viability 0.8, PKA-R2B act 2, SUMO Mot1 rescue 0, Tat export inh 16, PKA-R1A activ -5, phage Ecoli inh -0.9, AddAB inh 1.0, CDK5 inh -0.9, HTR5A inv ag -13 and HTR5A ag ctr 5.
`CCOC(=O)c1c(C)c(C(=O)NCc2cccs2)c(C)n1C` gave DAGLB inh -1, Ecoli viability 2.2, PKA-R2B act -16, SUMO Mot1 rescue -13, Tat export inh 2, PKA-R1A activ -9, phage Ecoli inh 3.3, AddAB inh 2.2, CDK5 inh -0.4, HTR5A inv ag -33 and HTR5A ag ctr -3.
